Screening results as filed in PubChem BioAssay.
CRFR2-BP ag – agonists of human CRF-binding protein/CRF-R2 receptor complex | HEK293 CRF-R2/CRF-BP, calcium dye fluorescence (FLIPR); percent of saturating CRF peptide response | activation, % at 13.2 µM | 0.46% of 350,000 active;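 active = activation of at least 50%, plus an integration ratio under a set limit after plate pattern correction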;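 also: plate controls were neutral control wells without compound for no effect and CRF at EC100 for full effect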
MEKK3 PB1 HTS – modulators (inhibitors or enhancers) of MEK5 binding to human MEKK3 PB1 domain | Q99759 | bead-based flow cytometry, Alexa488-MEK5 binding to MEKK3; actives lie on both sides; 0 = blocked by unlabeled MEK5, 100 = vehicle | binding response (% of control), % at 10 µM | 1.4% of 290,000 active;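 active = binding response more than 3 SD above or below the average of its plate-row segment, actives on both sides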;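 also: Alexa488 bead fluorescence after subtracting the streptavidin-only scavenger bead signal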
GalR3 antagonist – blocks the human galanin receptor 3; HEK293 GalR3-CNG cAMP membrane potential fluorescence; galR3 body fused to GalR1 C-terminus; inhibition, % at 3 µM; 0.44% of 360,000 active; AID 651719;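 active = inhibition above the screen-wide average plus 3 SD, cut at about 13% in these data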;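 also: forskolin and galanin both at EC90 stimulate the cells; cAMP rise reported by CNG channel membrane potential dye signal; 0% = forskolin plus galanin with DMSO and 100% = forskolin alone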
M4 PAM – potentiates acetylcholine response at human M4 receptor. P08173. CHO-K1 hM4/Gqi5, Fluo-8 calcium fluorescence, ACh EC20; 0% = ACh EC20, 100% = maximal ACh. 0.4% of 360,000 active. activation, % at 3 µM. AID 624126;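 active = activation above its plate's cutoff, the mean activation of sample wells plus 3 SD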; also: some results filed as inactive read as strong as hits
IDE cell inh – cellular human IDE inhibition | P14735 | HEK cells, FAbetaB cleavage, fluorescence polarization | inhibition, % at 5.59 µM | 0.41% of 320,000 active | AID 434962;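 active = percent inhibition above the average of all tested compounds plus 3 SD, set per screening campaign, cut at about 16% in these data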;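 also: IDE supplied by intact live HEK cells; FP after avidin binding of uncleaved biotin substrate so inhibition keeps polarization high; 0% = DMSO wells and 100% = 60 µM reference IDE inhibitor Ii1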
Target sequence (P14735 whole entry, looked up): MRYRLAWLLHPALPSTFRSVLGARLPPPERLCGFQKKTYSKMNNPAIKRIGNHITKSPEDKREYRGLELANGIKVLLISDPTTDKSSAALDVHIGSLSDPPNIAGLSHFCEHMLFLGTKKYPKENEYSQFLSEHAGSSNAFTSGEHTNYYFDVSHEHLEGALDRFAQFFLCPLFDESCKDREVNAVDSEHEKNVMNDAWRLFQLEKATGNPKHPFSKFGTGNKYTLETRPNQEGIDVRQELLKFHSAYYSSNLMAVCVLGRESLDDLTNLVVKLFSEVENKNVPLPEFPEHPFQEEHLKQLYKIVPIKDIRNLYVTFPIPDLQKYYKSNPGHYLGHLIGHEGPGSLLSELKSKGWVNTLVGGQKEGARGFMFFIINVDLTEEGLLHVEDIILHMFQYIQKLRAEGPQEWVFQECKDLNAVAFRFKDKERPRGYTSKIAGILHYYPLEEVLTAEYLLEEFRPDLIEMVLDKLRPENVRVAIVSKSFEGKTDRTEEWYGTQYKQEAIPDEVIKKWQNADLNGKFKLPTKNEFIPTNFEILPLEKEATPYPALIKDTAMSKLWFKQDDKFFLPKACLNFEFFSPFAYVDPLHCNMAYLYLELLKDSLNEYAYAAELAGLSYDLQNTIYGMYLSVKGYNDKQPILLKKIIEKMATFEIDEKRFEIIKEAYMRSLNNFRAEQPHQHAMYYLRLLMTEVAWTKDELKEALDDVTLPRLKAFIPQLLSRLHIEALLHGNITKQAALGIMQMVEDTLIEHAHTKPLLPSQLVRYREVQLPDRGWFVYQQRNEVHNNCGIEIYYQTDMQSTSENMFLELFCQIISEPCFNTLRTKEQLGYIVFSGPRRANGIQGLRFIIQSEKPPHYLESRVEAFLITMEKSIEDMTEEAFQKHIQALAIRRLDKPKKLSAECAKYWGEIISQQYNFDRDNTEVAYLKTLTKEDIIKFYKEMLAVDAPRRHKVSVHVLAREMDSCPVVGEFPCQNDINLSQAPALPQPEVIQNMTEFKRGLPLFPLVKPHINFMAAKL
CRFBP-R2 block – CRF-BP/CRF-R2 complex antagonism. HEK293 CRF-R2/CRF-BP, CRF-induced calcium fluorescence. inhibition, % at 11.8 µM. 0.59% of 350,000 active. AID 588475;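 active = inhibition of the ligand-induced calcium signal above about 50% at the single tested concentration, limit read from the data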
pCIP destab – lowers stability of the mouse p/CIP coactivator protein; F442A p/CIP-EGFP cells, EGFP fluorescence, 16 h; AID 1984; decrease of EGFP signal, % at 10 µM; 0.01% of 290,000 active;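 active = EGFP signal decrease of at least 30% at 10 µM or well 3 SD below plate mean, unless failing retest; inactive = the rest, including hits failing retest or dose response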; also: some compounds called inactive have numbers as strong as hits; many of its hits are not listed in these tables
PHOSPHO1 block – blocks human PHOSPHO1 phosphatase activity. Q8TCT1. AID 1565. 1.1% of 290,000 active. inhibition, % at 13.3 µM. recombinant PHOSPHO1, absorbance phosphatase assay; in the data active = inhibition above about 60%
IDE act – boosts human insulin-degrading enzyme activity in HEK cells; P14735; FAbeta-B cleavage, fluorescence polarization; 0% vehicle, 100% cell-free pure enzyme wells; activation, % at 5.96 µM; AID 493087; 0.073% of 340,000 active;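 active = activation above the mean of all tested compounds plus 3 SD, set per screening campaign, cut at about 17% in these data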
Numbers without * were called inactive; x = no result given.

M4 PAM	MEKK3 PB1 HTS	CRFBP-R2 block	pCIP destab	CRFR2-BP ag	GalR3 antagonist	IDE cell inh	PHOSPHO1 block	IDE act	canonical_smiles
3	104	-5	-7	-0.1	-4	8	23	1	CCc1nnc(NS(=O)(=O)c2ccc(N/C=C\C(=O)c3ccc(C)cc3)cc2)s1
0	x	-10	x	0.0	0	1	x	-1	Cc1ccc(NC(=O)Cc2c(F)cccc2Cl)cc1S(=O)(=O)N1CCOCC1
1	105	5	-3	0.3	-1	-4	6	4	Cn1c(CC(=O)Nc2ccc(F)cc2)nnc1SCC(=O)NC1CCCCC1
-4	97	37	-9	5.2	-6	3	3	4	CC(=O)NCCn1c(SCc2ccc(C)cc2C)nc2ccccc2c1=O
1	102	2	1	-0.8	-5	2	40	2	Cc1cccc(-c2noc(CN(C)C(=O)c3ccco3)n2)c1
-1	101	-5	-3	-1.2	x	1	22	4	CCCCc1nc(C(N)=O)c2[nH]c(=O)n(-c3ccc(OCC)cc3)c2n1
-4	97	4	-26	-0.1	-8	5	4	4	Cc1cccc(C)c1NC(=O)CCS(=O)(=O)c1cccc2nonc12
15	x	-35	5	1.6	0	6	-7	1	Cc1nnc(SCc2ccccc2)n1N
-12	x	2	x	0.5	-3	2	x	-1	CN(Cc1ccccc1)C(=O)c1ccc(NC(=O)Cc2cccc(NC(=O)C3CCCN(C(=O)C4CCCC4)C3)c2)cc1 (stereo unspecified)
-2	80	-5	2	0.4	-8	3	17	x	Cc1ccc(F)cc1NC(=O)N1CCCN(c2ccc(C(F)(F)F)cn2)CC1

(next part)
M4 PAM	MEKK3 PB1 HTS	CRFBP-R2 block	pCIP destab	CRFR2-BP ag	GalR3 antagonist	IDE cell inh	PHOSPHO1 block	IDE act	canonical_smiles
0	100	5	-10	-0.2	-11	1	1	5	NC(=O)CSc1n[nH]c(=O)n1CCc1ccccc1
2	100	-3	-10	-1.7	2	2	-50	-2	COc1ccc(C(=O)Nc2cccnc2)cc1OC
-1	99	0	-12	0.7	3	0	48	2	Cc1cc(N)n(Cc2ccc(Cl)cc2)n1
-5	94	15	-8	7.0	-3	8	18	1	CCN1CCN(S(=O)(=O)c2ccc(OC)c(Br)c2)CC1
-2	100	8	-3	-0.6	-8	-2	20	4	CC(=O)N/C(=C\c1ccccc1)C(=O)OCc1cc(C)ccc1C
5	104	12	x	3.6	8	-6	x	4	COC(=O)CNC(=O)c1ccccc1
1	103	1	-6	-1.2	-4	-3	10	-1	CCN1CCN(C(=O)CSc2nc3c(c(=O)n(C)c(=O)n3C)n2C)CC1
10	101	-7	11	-2.2	-4	-1	-6	-3	CCOC(=O)C1CCC(CN(Cc2ccccc2)S(=O)(=O)c2ccc([N+](=O)[O-])cc2)CC1 (stereo unspecified)
-3	100	10	-3	-0.7	-5	-4	-4	1	COc1ccccc1NC(=S)NNC(=O)c1ccncc1
1	94	-10	4	-2.0	3	-2	2	x	CCc1cc(C(=O)c2ccc(OC)cc2)c(N)s1

(continued)
M4 PAM	MEKK3 PB1 HTS	CRFBP-R2 block	pCIP destab	CRFR2-BP ag	GalR3 antagonist	IDE cell inh	PHOSPHO1 block	IDE act	canonical_smiles
-5	96	19	-4	-0.3	1	9	36	3	N#CCC(=O)N/N=C/c1cn(Cc2ccc3ccccc3c2)c2ccccc12
-5	110	-16	-3	32	x	5	32	1	COc1cccc(C2C=C(c3cccs3)Nc3ncnn32)c1OC (stereo unspecified)
-4	103	-1	-10	-0.5	0	-5	37	x	O=C(NC(=S)NNS(=O)(=O)c1ccc(Cl)cc1)c1cccnc1
0	101	4	0	1.3	-4	2	18	7	CC(=O)Nc1ccc2nc(NS(=O)(=O)c3ccc(C)cc3)sc2c1
4	99	17	4	0.6	-6	-3	32	-4	Cc1cccc(N(CC(=O)NC2CCCCC2)C(=O)c2csnn2)c1
-2	94	-8	0	0.4	-4	6	-1	-8	Cc1cc2cc(C#N)c(NCCNC(=S)NCCCN3CCOCC3)nc2cc1C
0	100	-1	-12	-2.0	-8	4	38	7	CCOC(=O)N1CCN(C(=O)c2cccc(N3C(=O)NC4CC3(C)Oc3ccccc34)c2)CC1 (stereo unspecified)
-2	104	-9	-6	1.0	-1	-4	3	0	Cc1cnc(C(=O)NC2CC(C)(C)Cc3c2cnn3-c2ccccc2)cn1 (stereo unspecified)
7	102	-6	-12	-1.9	-8	5	20	-5	Cc1cc(NC(=O)CCC(=O)N(CC(=O)NCC2CCCO2)c2ccc(Cl)c(Cl)c2)no1 (stereo unspecified)
10	109	-2	-2	1.6	x	7	13	-2	COc1ccc(Cc2c3cc(OC)c(OC)cc3cc[n+]2C)cc1OC

Next section
M4 PAM	MEKK3 PB1 HTS	CRFBP-R2 block	pCIP destab	CRFR2-BP ag	GalR3 antagonist	IDE cell inh	PHOSPHO1 block	IDE act	canonical_smiles
-4	108	1	1	-1.6	-5	5	-8	4	O=C(NCCN1CCOCC1)Nc1ccc(Cl)cc1
2	108	13	-11	0.7	16*	-1	-12	10	CC(C)Nc1nc(Cl)nc(N(C#N)CN2C(=O)c3ccccc3C2=O)n1
0	105	5	-6	0.1	-11	0	44	-1	CC(=O)Nc1ccc(Oc2nc(C(F)(F)F)nc3ccccc23)cc1
-1	x	8	-2	-0.7	0	-1	37	2	O=C(CCN1C(=O)C2C3CCC(C3)C2C1=O)Nc1ccc([N+](=O)[O-])cc1 (stereo unspecified)
8	129*	-2	-17	3.7	-3	-1	35	-2	COC(=O)C(CC(C)C)NC(=O)c1cccs1 (stereo unspecified)
-10	102	-7	-9	1.4	-2	3	-33	2	CCOc1ccc(NC(=O)Nc2ccc3nccnc3c2)cc1
-1	107	-3	-2	7.0	1	0	7	1	COC(=O)c1nnn(CC(=O)Nc2cccc(Cl)c2C)c1C(=O)OC
4	x	-31	6	0.6	-5	7	3	-4	COc1ccc(NC(C)C(=O)Nc2ccc(C(C)(C)C)cc2)cc1Cl (stereo unspecified)
3	103	-25	-15	9.7	2	4	23	3	COc1ccc(NC(=O)OC(C)C)cc1
1	106	9	-25	0.8	0	0	27	3	CC(=O)Nc1ccc(S(=O)(=O)N2CCC(N3CCCC3)CC2)cc1

Next compounds follow.
M4 PAM	MEKK3 PB1 HTS	CRFBP-R2 block	pCIP destab	CRFR2-BP ag	GalR3 antagonist	IDE cell inh	PHOSPHO1 block	IDE act	canonical_smiles
-2	99	-27	1	-2.5	-2	-5	11	4	CSc1nnc(CCNC(=O)OC(C)(C)C)o1
-7	x	-3	x	2.6	-2	-2	x	-3	Cc1ccc(OCCCC(=O)N2CCN(S(=O)(=O)c3cccc(F)c3)CC2)cc1
-3	152*	-11	-19	8.0	-3	-2	12	4	Cc1noc(C)c1COc1ccc(C(=O)OC(C)C(=O)Nc2ccc(S(=O)(=O)N3CCOCC3)cc2)cc1 (stereo unspecified)
-2	96	-8	1	3.8	-2	-2	-3	6	O=C(O)c1cc2c(cc1Br)OCCCO2
0	102	-6	-7	3.0	-3	2	21	2	COc1ccc(-c2c[n+]3c(n2-c2ccccc2)SCC3)cc1OC
1	100	1	-5	0.0	-2	6	-10	1	CCCCn1nnnc1NCc1cc(Cl)c(OC)c(OC)c1
-2	x	3	x	-1.9	2	5	x	0	C[C@@H](O)C(C(=O)N1CCNCC1)n1cc([C@@H](N)CCCCN)nn1 (stereo partly specified)
-4	93	-1	7	-1.4	-4	-1	-5	4	CC(C)COP(=O)(OCC(C)C)C(O)c1ccccc1F (stereo unspecified)
-3	x	5	x	-2.0	-4	11	x	3	CC1CCCC(C)N1C(=O)COC(=O)c1cc(=O)[nH]c2ccccc12 (stereo unspecified)
9	103	-7	-3	2.6	8	4	-6	7	COc1ccc(S(=O)(=O)CCC(=O)NCCc2ccc(S(N)(=O)=O)cc2)cc1

Next part
M4 PAM	MEKK3 PB1 HTS	CRFBP-R2 block	pCIP destab	CRFR2-BP ag	GalR3 antagonist	IDE cell inh	PHOSPHO1 block	IDE act	canonical_smiles
-6	96	4	0	0.4	-8	5	5	5	COc1ccc(C(C)C)cc1S(=O)(=O)n1cnc(C)c1
2	88	3	0	-0.2	1	2	30	4	CC(C)(C)OC(=O)N1CCN(C(=O)Cn2cc(CCO)nn2)CC1
7	96	-14	x	-4.5	-4	2	x	-3	c1cnc2ccc(C(c3nnnn3C3CCCCC3)N3CCN(C4CCCCC4)CC3)cc2c1 (stereo unspecified)
1	x	4	x	1.6	-8	-2	x	1	O=C(OCCCc1cc2ccccc2c(=O)o1)c1ccc(C(F)(F)F)cc1
-1	101	-2	4	-0.1	-8	2	27	3	COc1ccc(CC(=O)Nc2c(C(=O)N3CCN(c4ncccn4)CC3)oc3ccccc23)cc1OC
-9	124	-5	-7	2.2	-3	0	25	7	CN(C)CCOC(=O)CCCCCCCCC(=O)OCCN(C)C
-4	99	-21	-14	-1.5	9	3	28	-1	COC(=O)C(Cc1ccccc1)NC(=O)c1cccc(S(=O)(=O)N(C)C)c1 (stereo unspecified)
-1	x	6	6	-1.0	-2	7	-59	0	O=C(COc1ccccc1)Nc1nn[nH]n1
3	x	-9	x	1.1	-6	x	x	2	CS(=O)(=O)c1ccc(C(=O)Nc2nc(-c3ccco3)c(-c3ccco3)s2)cc1
0	x	11	x	-1.9	-4	-3	x	0	CCN(C[C@H]1N[C@@](CC)(C(=O)OC)[C@H]2C(=O)N(Cc3ccccc3)C(=O)[C@@H]12)C(=O)NC(C)C

(more compounds)
M4 PAM	MEKK3 PB1 HTS	CRFBP-R2 block	pCIP destab	CRFR2-BP ag	GalR3 antagonist	IDE cell inh	PHOSPHO1 block	IDE act	canonical_smiles
-13	95	7	-8	-0.3	-6	-2	-6	-2	C=CCN1C(=O)C(CC(=O)Nc2ccccc2F)S/C1=N\c1nccs1 (stereo unspecified)
8	98	-13	-11	2.4	1	-4	0	1	O=C(c1ccco1)N1CCN(CC(=O)N(C2CCCCC2)C2CCS(=O)(=O)C2)CC1 (stereo unspecified)
-9	x	0	x	-0.4	-11	x	x	x	Cn1c(CCN2CCCC2)nc2cc(NS(=O)(=O)c3ccc(F)cc3)ccc21
12	x	-7	x	2.8	-5	x	x	3	COc1ccc(CC(=O)N[C@@H]2c3cc(OC)c(OC)cc3C[C@H]2O)cc1
-5	144*	22	0	-4.7	-3	7	-9	5	Cc1ccc(S(=O)(=O)N2CCOCC2)cc1NC(=O)COC(=O)C1COc2ccccc2O1 (stereo unspecified)
-2	104	-11	0	-2.4	-8	-2	1	7	CCCNc1nc(N2CCCC2)nc(N2CCCC2)n1
-5	100	20	-10	1.7	1	14	15	6	COc1ccc(C2=NCC(CSc3nnnn3C)S2)cc1 (stereo unspecified)
0	104	8	-4	-0.5	-5	-2	14	0	C=CCN(c1ccccc1)S(=O)(=O)c1cccc(C(=O)N(CC)CC(=O)Nc2c(F)cccc2F)c1
7	99	-8	4	-0.4	-4	4	24	4	CC1CC(C)CN(S(=O)(=O)c2ccc(C(=O)N3CCOCC3)cc2)C1 (stereo unspecified)
-2	102	-1	-11	-2.1	0	-2	43	9	COc1ccc(CN2C(=O)CCCc3ccccc32)cc1
-7	97	3	-11	0.2	-5	0	-8	x	Fc1ccccc1-c1nc(NCc2ccccc2)c2ccccc2n1
2	97	-77	6	1.1	-4	6	24	5	Cc1cc(OCC(O)CN2C(C)CCCC2C)ccc1C(C)C (stereo unspecified)
x	98	4	-6	-1.5	-3	4	-4	x	NC(=O)CC[C@@H]1NC(=O)[C@@H]2CCCN2C(=O)c2cc([N+](=O)[O-])cc(I)c2NCCC[C@@H](C(=O)NC(CC(=O)O)C(N)=O)NC1=O (stereo partly specified)
